ROS inducer: raises reactive oxygen species in U2OS cancer cells. ROS induction (% of piperlongumine), % at 10 µM. AID 624156. U2OS ROS induction, H2DCF-DA fluorescence. 2% of 46,000 active; in the data active means ROS induction above about 79%, passing the limit was not always enough;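 further: 0% = DMSO vehicle median and 100% = reference compound median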
Active calls of the source: *; & = joins results of further samples. A portion of the library; rates above refer to the full screens.

SMILES	ROS inducer
O=C(NO)c1cccc(C(=O)N/N=C/c2c(F)c(F)c(F)c(F)c2F)c1	17.8
O=C(Nc1ccccc1Cl)C1CC(=O)n2ncnc2N1 (configuration not stated)	-21.9
CC1(C)CC[C@@]2(C(=O)O)C(C1)C1=CCC3[C@@]4(C)CC[C@H](O[C@@H]5O[C@H](C(=O)O)[C@@H](O[C@@H]6OC[C@@H](O)[C@H](O)[C@H]6O)[C@H](O)[C@H]5O)C(C)(C)C4CC[C@@]3(C)[C@]1(C)C[C@H]2O (some centres not stated)	-3.2
O=C(O)C1=C[C@H](c2ccc3c(c2)OCO3)C[C@H](OCc2ccc(CO)cc2)O1	4.8
C[C@@H]1CN([C@H](C)CO)C(=O)c2cc(NC(=O)c3ccncc3)ccc2O[C@H]1CN(C)Cc1ccc(C(=O)O)cc1	-7.5
C[C@H]1CN([C@@H](C)CO)C(=O)c2cccc(NC(=O)c3ccc(-c4nccs4)cc3)c2O[C@@H]1CN(C)CC1CCCCC1	21.1
O=C1O[C@H](c2ccccc2)[C@H](c2ccccc2)N2[C@H]1[C@@H](C(=O)O)[C@]1(C(=O)Nc3ccc(C#CC4(O)CCCCCC4)cc31)[C@H]2c1ccc(OCCO)cc1	15.8
Cc1cc(C)c(NC(=O)CSc2nnc(-c3ccccc3)n2-c2ccc(F)cc2)c(C)c1	-9.1
Cc1ccc(C(=O)Nc2sc3c(c2C#N)CCCC3)cc1S(=O)(=O)N1CCOCC1	1.7
C[C@@H]1CN([C@H](C)CO)C(=O)Cc2cc(NC(=O)Cc3cn(C)c4ccccc34)ccc2O[C@@H]1CN(C)Cc1ccc(Cl)c(Cl)c1	50.2
O=C(Nc1nnc(C2CCCCC2)s1)C1c2ccccc2Oc2ccccc21	8.0
CCN(CC(=O)Nc1ccc(OC)cc1)S(=O)(=O)c1ccc(C)cc1	-5.8
C[C@@H]1CN([C@@H](C)CO)C(=O)Cc2cc(NS(C)(=O)=O)ccc2O[C@@H]1CN(C)CC1CCCCC1	21.7
Cc1ccc(NC(=O)CSc2nc3ccccc3c(=O)n2-c2ccccc2)c(C)c1	-5.3
Cc1cc(C)cc(Sc2ccc3nnc(-c4ccccc4)n3n2)c1	34.6
Cc1nn(CC(=O)Nc2ccc(O)cc2)c(C)c1[N+](=O)[O-]	-10.9
O=C(c1ccc(COc2cc(Cl)ccc2Cl)o1)N1CCSCC1	-0.3
COc1ccc(NC(=O)N(C)C[C@H]2Oc3ccc(NC(=O)Cc4ccccc4)cc3C(=O)N([C@H](C)CO)C[C@H]2C)cc1	-8.9
C[C@@H]1CN([C@H](C)CO)C(=O)c2cccc(NS(=O)(=O)c3ccccc3)c2O[C@H]1CN(C)S(=O)(=O)c1ccc(Cl)cc1	26.6
C[C@H]1CN([C@@H](C)CO)C(=O)Cc2cc(NC(=O)CCN3CCOCC3)ccc2O[C@H]1CN(C)S(=O)(=O)c1ccccc1	-5.9
Cc1onc(-c2ccccc2Cl)c1C(=O)NCC12CC3CC(CC(C3)C1)C2	8.0
COc1ccc(CN(C)C[C@H]2Oc3ccc(NC(=O)Nc4ccccc4)cc3C(=O)N([C@H](C)CO)C[C@H]2C)cc1	-12.2
COc1ccc(S(=O)(=O)Nc2ccc3c(c2)C(=O)N([C@H](C)CO)C[C@H](C)[C@H](CN(C)C(=O)NC2CCCCC2)O3)cc1	7.0
Cc1ccc(S(=O)(=O)Nc2ccc3c(c2)C(=O)N([C@@H](C)CO)C[C@H](C)[C@H](CN(C)Cc2ccc(C(=O)Nc4ccccc4N)cc2)O3)cc1	2.7
COc1ccc(-c2nc3ccccc3n2CCc2ccccc2)cc1OC	-1.9
O=CN/C=C\c1ccc(O)cc1	6.1
Cc1c(NC(=O)CSc2ccccn2)c(=O)n(-c2ccccc2)n1C	-9.1
C[C@H]1CN([C@@H](C)CO)C(=O)c2cccc(NC(=O)NC3CCCCC3)c2O[C@H]1CN(C)C(=O)Nc1ccc2c(c1)OCO2	-4.4
CCc1ccc(N=C(N)N=C(N)N)cc1	-6.4
COc1cc(NC(=O)C(C)Oc2ccc(Cl)cc2Cl)ccc1NC(=O)c1cc2ccccc2o1 (configuration not stated)	-0.3

Part of the list above in order of SMILES length, highest first:
SMILES	ROS inducer
O=C1O[C@H](c2ccccc2)[C@H](c2ccccc2)N2[C@H]1[C@@H](C(=O)O)[C@]1(C(=O)Nc3ccc(C#CC4(O)CCCCCC4)cc31)[C@H]2c1ccc(OCCO)cc1	15.8
COc1ccc(S(=O)(=O)Nc2ccc3c(c2)C(=O)N([C@H](C)CO)C[C@H](C)[C@H](CN(C)C(=O)NC2CCCCC2)O3)cc1	7.0
C[C@H]1CN([C@@H](C)CO)C(=O)c2cccc(NC(=O)NC3CCCCC3)c2O[C@H]1CN(C)C(=O)Nc1ccc2c(c1)OCO2	-4.4
Cc1cc(C)c(NC(=O)CSc2nnc(-c3ccccc3)n2-c2ccc(F)cc2)c(C)c1	-9.1
O=C(NO)c1cccc(C(=O)N/N=C/c2c(F)c(F)c(F)c(F)c2F)c1	17.8
O=C(Nc1nnc(C2CCCCC2)s1)C1c2ccccc2Oc2ccccc21	8.0
O=C(c1ccc(COc2cc(Cl)ccc2Cl)o1)N1CCSCC1	-0.3

Fetched by structure from the entries so far, three records:
SMILES	ROS inducer
COc1ccc(-c2nc3ccccc3n2CCc2ccccc2)cc1OC	-1.9
O=C(Nc1ccccc1Cl)C1CC(=O)n2ncnc2N1 (configuration not stated)	-21.9
O=C1O[C@H](c2ccccc2)[C@H](c2ccccc2)N2[C@H]1[C@@H](C(=O)O)[C@]1(C(=O)Nc3ccc(C#CC4(O)CCCCCC4)cc31)[C@H]2c1ccc(OCCO)cc1	15.8

More results
SMILES	ROS inducer
O=c1onc(-c2cccs2)n1Cc1ccc(F)cc1Cl	-0.3
O=C(COc1ccc(CO)cc1)Nc1ccc(F)cc1	-11.7
C[C@@H]1CCCCO[C@@H](CN(C)CC2CCCCC2)[C@@H](C)CN([C@H](C)CO)C(=O)c2cc(NC(=O)NC3CCCCC3)ccc2O1	10.8
CCC(C(=O)NCc1ccccc1)n1c2ccccc2c2cn[nH]c(=O)c21 (configuration not stated)	-0.8
C[C@@H]1CN([C@H](C)CO)C(=O)CCCn2cc(nn2)CO[C@H]1CN(C)Cc1cccc(C(F)(F)F)c1	-13.1
C[C@@H]1CN([C@H](C)CO)C(=O)Cc2cc(NC(=O)Cn3cnnn3)ccc2O[C@@H]1CN(C)Cc1ccc(C(=O)Nc2ccccc2N)cc1	-6.9
COc1ccc(CN(C)C[C@@H]2Oc3ccc(NS(=O)(=O)c4ccc(C)cc4)cc3CC(=O)N([C@@H](C)CO)C[C@@H]2C)cc1	44.5
COc1ccc(S(=O)(=O)Nc2cccc3c2O[C@H](CN(C)Cc2ccc(C(=O)O)cc2)[C@H](C)CN([C@@H](C)CO)C3=O)cc1	-13.5
C[C@H](CO)N1C[C@H](C)[C@@H](CN(C)Cc2ccncc2)Oc2c(NS(=O)(=O)c3ccc(F)cc3)cccc2C1=O	-2.4
Cc1cccc(OCC(=O)Nc2cccc(-c3nc4ccccc4[nH]3)c2)c1C	42.0
CC(=O)Nc1sc2c(c1SC#N)CCCC2	23.9
CNC[C@H]1Oc2ccc(NS(=O)(=O)c3ccccc3)cc2C(=O)N([C@@H](C)CO)C[C@@H]1C	0.0
COc1ccc(NC(=O)Nc2ccc3c(c2)C(=O)N([C@H](C)CO)C[C@H](C)[C@H](CN(C)C(=O)Nc2ccc(C(F)(F)F)cc2)OCCCC[C@@H](C)O3)cc1	55.1
C[C@H]1CN([C@@H](C)CO)C(=O)Cc2cc(NC(=O)Cc3ccccc3)ccc2O[C@H]1CN(C)S(=O)(=O)c1cccs1	1.0
C[C@@H]1CN([C@@H](C)CO)C(=O)Cc2cc(NS(=O)(=O)c3ccc(F)cc3)ccc2O[C@@H]1CN(C)C(=O)Nc1ccc(C(F)(F)F)cc1	9.2
O=C(O)CCS(=O)(=O)c1nc(-c2ccccc2)cc(C(F)(F)F)n1	0.7
CCOc1ccc(S(=O)(=O)NCCN2CCOCC2)cc1C	-22.6
C[C@@H]1CN([C@H](C)CO)C(=O)c2cc(NC(=O)NC3CCCCC3)ccc2O[C@H]1CN(C)Cc1ccc2c(c1)OCO2	-2.0
C[C@H]1CN([C@@H](C)CO)C(=O)c2cc(NC(=O)Nc3ccc(F)cc3)ccc2O[C@H]1CN(C)Cc1ccncc1	-9.0
CC(=O)N(C(C)=O)c1nccc(-c2c(-c3ccccc3)noc2C)n1	0.7
Cc1cc(C)c2c(N)c(C(=O)c3cccs3)sc2n1	34.8
C[C@@H]1CN([C@H](C)CO)C(=O)Cc2cc(NS(=O)(=O)c3ccc(F)cc3)ccc2O[C@@H]1CN(C)CC1CCCCC1	4.4
COc1ccccc1CN(C)C[C@H]1OCc2cnnn2CCCC(=O)N([C@H](C)CO)C[C@H]1C	113.3*
C[C@@H]1CN([C@H](C)CO)C(=O)CCCn2nncc2CO[C@@H]1CN(C)C(=O)Nc1ccccc1C(F)(F)F	6.5
COc1cc(N=C(C)c2c(C)[nH]n(-c3nc4ccccc4s3)c2=O)cc(OC)c1	6.9
C[C@H]1CN([C@@H](C)CO)C(=O)Cc2cc(NS(=O)(=O)c3ccc(Cl)cc3)ccc2O[C@H]1CN(C)CC1CC1	10.5
Cc1noc(C)c1S(=O)(=O)Nc1ccc2c(c1)C(=O)N([C@H](C)CO)C[C@H](C)[C@H](CN(C)C(=O)Nc1ccccc1)O2	-1.5
C[C@@H]1CCCCO[C@H](CN(C)C(=O)Nc2ccc(C(F)(F)F)cc2)[C@@H](C)CN([C@H](C)CO)C(=O)c2cc(NC(=O)Nc3ccc4c(c3)OCO4)ccc2O1	25.6
C[C@H]1CN([C@@H](C)CO)C(=O)Cc2cc(NC(=O)CCN3CCOCC3)ccc2O[C@H]1CN(C)C(=O)Nc1cccc2ccccc12	22.9
C[C@@H]1CN([C@H](C)CO)C(=O)c2cc(NC(=O)Nc3ccccc3)ccc2O[C@@H]1CN(C)Cc1ccncc1	-20.1
C[C@H]1CN([C@@H](C)CO)C(=O)c2cccc(NS(=O)(=O)c3ccc(Cl)cc3)c2O[C@H]1CN(C)C	7.1
COc1ccc(S(=O)(=O)Nc2cccc3c2O[C@@H](CN(C)C)[C@@H](C)CN([C@H](C)CO)C3=O)cc1	6.2
CCN1C(=O)/C(=C2\SC(=S)N(NC(C)=O)C2=O)c2ccccc21	12.7
C[C@H](CO)N1C[C@H](C)[C@H](CN(C)Cc2ccc(-c3ccccc3)cc2)Oc2ccc(NC(=O)CCC(F)(F)F)cc2CC1=O	25.7
Cc1cccn2cc(CCNS(=O)(=O)c3ccc(Oc4ccccc4)cc3)nc12	-0.6
C[C@@H]1CN([C@H](C)CO)C(=O)CCCn2cc(nn2)CO[C@@H]1CN(C)C(=O)NC1CCCC1	-4.7
COc1ccc(-c2cc3cc(OC)c(OC)cc3c(Cc3ccccc3)n2)cc1	154.7*
C[C@H]1CN([C@@H](C)CO)C(=O)c2cc(NS(=O)(=O)c3cn(C)cn3)ccc2O[C@@H]1CN(C)CC1CCCCC1	-4.6
CNC[C@H]1Oc2ccc(NC(=O)Cn3cnnn3)cc2CC(=O)N([C@@H](C)CO)C[C@@H]1C	-5.9
Cc1nccn1CC1CCc2c(c3ccccc3n2C)C1=O (configuration not stated)	-2.8&7.4
CCC(Oc1ccccc1)C(=O)Nc1sc2c(c1C(N)=O)CCCC2 (configuration not stated)	11.3
COc1ccc([C@@H]2CC(=O)c3c(O)cc(O[C@@H]4O[C@H](CO[C@@H]5O[C@@H](C)[C@H](O)[C@@H](O)[C@H]5O)[C@@H](O)[C@H](O)[C@H]4O)cc3O2)cc1O	-6.5
Cc1noc(C)c1C(=O)NCc1ccco1	0.5
O=C(O)CCCCCCC(=O)N=NC=C1C=CN(O)C=C1	8.4
COC(=O)c1cc(-c2ccccc2)sc1NC(=S)NC(C)c1cc(OC)ccc1OC (configuration not stated)	10.6
CNC[C@H]1Oc2c(NC(=O)Nc3ccc(C(F)(F)F)cc3)cccc2C(=O)N([C@@H](C)CO)C[C@@H]1C	-6.4
Cc1c(C(=O)O)oc2ccc(S(=O)(=O)NCCc3ccccc3)cc12	-5.0
C[C@H](CO)N1C[C@H](C)[C@@H](CN(C)C(=O)Nc2ccc(C(F)(F)F)cc2)Oc2c(NC(=O)Nc3ccc(C(F)(F)F)cc3)cccc2C1=O	-16.4
CNC[C@H]1Oc2c(NS(=O)(=O)c3c(C)noc3C)cccc2C(=O)N([C@@H](C)CO)C[C@H]1C	-8.2
CNC[C@H]1Oc2ccc(NC(=O)Nc3ccc(F)cc3)cc2C(=O)N([C@@H](C)CO)C[C@@H]1C	-2.3
New compounds follow:
SMILES	ROS inducer
Cc1sc2ncnc(N3CCN(C)CC3)c2c1-c1ccccc1	32.0
C[C@H](CO)N1C[C@H](C)[C@H](CN(C)S(=O)(=O)c2cccc(F)c2)OCc2cn(nn2)CCCC1=O	-13.1
C[C@@H]1CN([C@H](C)CO)C(=O)Cc2cc(NC(=O)CCCCCC(=O)Nc3ccccc3N)ccc2O[C@@H]1CN(C)C(=O)Nc1ccc(C(F)(F)F)cc1	0.8
CCC(C)NC(=O)c1ccc2c(c1)N(Cc1ccc(C)cc1)CCS2 (configuration not stated)	12.0
CC1=NN(c2ccccc2)C(=O)C1C (configuration not stated)	4.3
COc1ccc(S(=O)(=O)Nc2cccc3c2O[C@@H](CN(C)Cc2ccncc2)[C@H](C)CN([C@@H](C)CO)C3=O)cc1	-2.5
Cc1cccc(NC(=O)CSc2cn(Cc3cccc(F)c3)c3ccccc23)c1C	-5.2
Cc1cc(C)c(C#N)c(SCC(O)CSc2ccc(Cl)cc2)n1 (configuration not stated)	-10.2
Cc1ccc(S(=O)(=O)Nc2ccc3c(c2)C(=O)N([C@@H](C)CO)C[C@@H](C)[C@H](CN(C)S(=O)(=O)c2ccccc2)O3)cc1	5.3
CC(=O)Nc1ccc(C(=O)N(CC#N)CC#N)cc1	3.2
COC(=O)c1ccc(N2CCC(C)CC2)c(N)c1	6.1
COc1ccc(S(=O)(=O)Nc2ccc3c(c2)CC(=O)N([C@H](C)CO)C[C@H](C)[C@H](CN(C)C(=O)Nc2ccc4c(c2)OCO4)O3)cc1	-3.7

Bioassay records deposited in PubChem BioAssay by Broad Institute.
